Screening data deposited in PubChem by Broad Institute.
BioA inh: BioA (M. tuberculosis) enzyme inhibition. 360,000 compounds, 0.096% hits. purified M. tuberculosis BioA enzyme, plate reader. inhibition, % at 9.99 µM; in the data active means inhibition above about 40%
Starred values were filed as active, the others as inactive.

mol	BioA inh
N#C[C@H]1[C@@H](c2ccc(C3=CCCCC3)cc2)[C@H](CO)N1C(=O)Cc1ccncc1	-0.5
CC(C)CC#Cc1cnc2c(c1)C(=O)N([C@@H](C)CO)C[C@@H](C)[C@@H](CN(C)C(=O)c1ccc(F)cc1)O2	0.5
COCCNC(=O)[C@H]1[C@H](CO)[C@H]2Cn3c(ccc(C4=CCCCC4)c3=O)[C@@H]1N2C(=O)C1CCC1	0.8
COc1ccc(NC(=O)Nc2ccc3c(c2)C(=O)N([C@@H](C)CO)C[C@@H](C)[C@@H](CN(C)CC2CCCCC2)OCCCC[C@H](C)O3)cc1	-0.6
C[C@@H]1CN([C@H](C)CO)C(=O)c2cccc(NC(=O)Nc3ccc4c(c3)OCO4)c2O[C@@H]1CN(C)C(=O)Nc1ccc2c(c1)OCO2	5.5
COc1ccc(CN(C)C[C@@H]2Oc3ccc(NC(=O)Nc4cccc5ccccc45)cc3C(=O)N([C@H](C)CO)C[C@H]2C)cc1	-0.9
CNC[C@@H]1OCCCC[C@@H](C)Oc2ccc(NC(=O)C3CCCCC3)cc2C(=O)N([C@@H](C)CO)C[C@H]1C	-5.2
CCC(=O)N1[C@H](CO)[C@@H]2c3ccccc3N(S(=O)(=O)c3ccc(F)cc3)C[C@@H]21	-3.4
C[C@H](CO)N1C[C@H](C)[C@H](CN(C)S(=O)(=O)c2ccccc2)Oc2ncc(-c3cccc(C(=O)N(C)C)c3)cc2C1=O	9.5
C[C@@H]1CCCCO[C@@H](CN(C)C(=O)c2ccncc2)[C@H](C)CN([C@H](C)CO)C(=O)c2cc(N(C)C)ccc2O1	0.2
COc1ccc(NC(=O)Nc2ccc3c(c2)C(=O)N([C@H](C)CO)C[C@H](C)[C@H](CN(C)S(=O)(=O)c2cn(C)cn2)OCCCC[C@@H](C)O3)cc1	-0.6
COc1ccc(CN(C)C[C@H]2OCCCC[C@H](C)Oc3ccc(N(C)C)cc3C(=O)N([C@@H](C)CO)C[C@@H]2C)cc1	0.5
CO[C@H]1CN(C)C(=O)c2cc(NC(=O)Nc3cc(F)ccc3F)ccc2OC[C@H](C)N(C(=O)c2ccccn2)C[C@H]1C	1.3
COc1ccccc1S(=O)(=O)N1CC[C@H]2[C@H](CO)Nc3ccc(-c4ccccc4F)cc3[C@H]21	-2.0
COc1ccc(S(=O)(=O)Nc2cccc3c2O[C@@H](CN(C)Cc2ccccc2)[C@H](C)CN([C@@H](C)CO)C3=O)cc1	0.5

Following part.
mol	BioA inh
Cc1ccc(S(=O)(=O)N[C@H]2CC[C@H](CCNC(=O)CN3CCOCC3)O[C@H]2CO)cc1	-2.3
O=C(C[C@@H]1C[C@@H]2c3cc(NC(=O)Nc4ccccc4)ccc3O[C@@H]2[C@H](CO)O1)NC1CCCC1	-1.5
COCC(=O)Nc1ccc2c(c1)C(=O)N(C)[C@@H]1CC[C@H](CC(=O)O)O[C@@H]1CO2	-0.4
C/C=C/c1ccc2c(c1)O[C@H](CN(C)C(=O)Cc1ccccc1)[C@@H](C)CN([C@H](C)CO)S2(=O)=O	4.6
Cc1noc(C)c1NC(=O)Nc1cccc2c1O[C@@H](CN(C)Cc1ccncc1)[C@@H](C)CN([C@H](C)CO)C2=O	-0.3
CO[C@H]1CN(C)C(=O)c2cc(NC(=O)C3CCCC3)ccc2OC[C@H](C)N(CC2CC2)C[C@@H]1C	0.3
C[C@@H]1CN([C@H](C)CO)C(=O)c2cc(-c3cccnc3)cnc2O[C@H]1CN(C)C(=O)c1cccc(F)c1	3.5
CN1C(=O)c2cc(NC(=O)NCc3ccccc3)ccc2OC[C@@H]2O[C@@H](CC(=O)O)CC[C@H]21	0.4
C[C@H]1CN([C@@H](C)CO)S(=O)(=O)c2ccc(/C=C/c3ccccc3)cc2O[C@H]1CN(C)C(=O)NC1CCCC1	0.1
Cc1ccccc1S(=O)(=O)N1C[C@H](O)COC[C@H]2O[C@H](CC(=O)N3CCCCC3)CC[C@@H]21	-1.1
COc1ccc(S(=O)(=O)Nc2ccc3c(c2)C(=O)N([C@@H](C)CO)C[C@H](C)[C@@H](CN(C)C(=O)Nc2c(C)noc2C)O3)cc1	-0.7
Cc1ccc(S(=O)(=O)N[C@@H]2CC[C@@H](CC(=O)NCCN3CCCCC3)O[C@H]2CO)cc1	-2.2
COc1ccc(NC(=O)N(C)C[C@@H]2Oc3ccc(NS(C)(=O)=O)cc3CC(=O)N([C@H](C)CO)C[C@H]2C)cc1	-2.5
O=C(C[C@@H]1CC[C@H]2[C@@H](COC[C@@H](O)CN2Cc2cc(F)ccc2F)O1)N[C@@H]1CCN(Cc2ccccc2)C1	-2.9
Cc1ccc(S(=O)(=O)Nc2cccc3c2O[C@H](CN(C)S(=O)(=O)c2ccc(F)cc2)[C@@H](C)CN([C@H](C)CO)C3=O)cc1	-0.8

The list goes on:
mol	BioA inh
C[C@H]1CN([C@@H](C)CO)C(=O)c2cccc(N(C)C)c2O[C@H]1CN(C)C	-0.6
COc1ccc(NC(=O)Nc2ccc3c(c2)C(=O)N([C@@H](C)CO)C[C@H](C)[C@@H](CN(C)Cc2ccccc2)O3)cc1	-0.1
C[C@H]1CN([C@@H](C)CO)C(=O)c2cc(-c3cncnc3)cnc2O[C@@H]1CN(C)C(=O)c1cccc(F)c1	-2.3
C[C@@H]1CN([C@H](C)CO)C(=O)c2cc(NC(=O)Nc3ccccc3)ccc2O[C@@H]1CN(C)Cc1ccc(Cl)c(Cl)c1	-2.3
C[C@@H]1CN([C@H](C)CO)C(=O)c2cc(NC(=O)CCC(F)(F)F)ccc2O[C@H]1CN(C)Cc1ccc2c(c1)OCO2	1.5
O=C(c1cccnc1)N1C[C@H]2[C@@H](c3ccccc31)[C@@H](CO)N2C(=O)Nc1ccccc1	-2.1
N#C[C@H]1[C@@H](c2ccc(C#Cc3ccccc3F)cc2)[C@@H](CO)N1C(=O)C1CCOCC1	3.7
COc1ccc(CN(C)C[C@@H]2OCCCC[C@H](C)Oc3ccc(NC(=O)c4ccccc4)cc3C(=O)N([C@H](C)CO)C[C@@H]2C)cc1	-1.6
CS(=O)(=O)Nc1ccc2c(c1)[C@H]1C[C@@H](CC(=O)NCC(F)(F)F)O[C@@H](CO)[C@H]1O2	-0.7
C[C@@H]1CN([C@@H](C)CO)C(=O)c2cccc(NC(=O)c3ccc(-c4nccs4)cc3)c2O[C@H]1CN(C)Cc1ccccc1	-2.7
Cc1ccc(S(=O)(=O)N(C)C[C@H]2Oc3c(NC(=O)C4CCOCC4)cccc3C(=O)N([C@@H](C)CO)C[C@H]2C)cc1	2.9
O=C(NCC[C@H]1CC[C@@H](NC(=O)c2cnccn2)[C@@H](CO)O1)Nc1ccc(Cl)cc1	5.2
CCC(=O)N(C)C[C@@H]1Oc2ncc(-c3ccccc3C)cc2C(=O)N([C@@H](C)CO)C[C@@H]1C	-1.0
C[C@H](CO)N1C[C@H](C)[C@H](CN(C)Cc2ccncc2)Oc2ccc(NC(=O)Nc3ccccc3)cc2C1=O	3.1
O=C(C[C@H]1C[C@H]2c3cc(NS(=O)(=O)c4ccccc4)ccc3O[C@H]2[C@@H](CO)O1)N1CCOCC1	-0.6

Next results follow.
Compound	BioA inh
CC(C)NC(=O)Nc1cccc2c1O[C@H](CN(C)C(=O)NC1CCCCC1)[C@H](C)CN([C@@H](C)CO)C2=O	-0.8
O=C(C[C@H]1CC[C@H]2[C@@H](COC[C@H](O)CN2Cc2ccncc2)O1)NCc1ccncc1	-0.1
C[C@@H]1CN([C@H](C)CO)C(=O)c2cc(NS(=O)(=O)c3ccccc3)ccc2O[C@@H](C)CCCCO[C@@H]1CN(C)CC1CC1	-1.1
Cc1noc(C)c1S(=O)(=O)Nc1ccc2c(c1)CC(=O)N([C@H](C)CO)C[C@H](C)[C@@H](CN(C)Cc1ccc(C(F)(F)F)cc1)O2	1.9
CN(C)C(=O)[C@H]1[C@H](CO)[C@H]2Cn3c(ccc(-c4ccccc4F)c3=O)[C@@H]1N2C(=O)c1ccncc1	-0.8
C[C@H]1CN([C@@H](C)CO)C(=O)Cc2cc(NC(=O)Nc3ccccc3)ccc2O[C@H]1CN(C)Cc1ccc(Oc2ccccc2)cc1	3.2
C/C=C/c1ccc2c(c1)O[C@@H](CN(C)Cc1ccncc1)[C@@H](C)CN([C@@H](C)CO)S2(=O)=O	8.9
Cc1ccc(S(=O)(=O)Nc2ccc3c(c2)C(=O)N([C@@H](C)CO)C[C@H](C)[C@@H](CN(C)C(=O)CCCN(C)C)OCCCC[C@H](C)O3)cc1	0.2

Further records
Compound	BioA inh
CO[C@H]1CN(C)C(=O)c2ccc(NC(=O)Nc3cccc(F)c3)cc2OC[C@H](C)NC[C@H]1C	14
CN1CCN(C(=O)C[C@H]2CC[C@H]3[C@H](COc4ccc(NC(=O)C5CCOCC5)cc4C(=O)N3C)O2)CC1	0.2
C[C@H](CO)N1C[C@H](C)[C@@H](CN(C)C(=O)C2CCCCC2)Oc2cc(C#Cc3ccncc3)ccc2S1(=O)=O	2.9
C[C@H](CO)N1C[C@H](C)[C@H](CN(C)C(=O)CC2CC2)Oc2cc(-c3cccnc3)ccc2S1(=O)=O	2.0
O=C(C[C@@H]1CC[C@H]2[C@@H](COC[C@@H](O)CN2Cc2ccccc2F)O1)N1CCc2ccccc2C1	3.4
C[C@@H]1CN([C@H](C)CO)C(=O)c2cc(NC(=O)Nc3ccc4c(c3)OCO4)ccc2O[C@@H](C)CCCCO[C@@H]1CN(C)Cc1ccc(C(=O)O)cc1	0.5
COc1cccc(-c2ccc([C@H]3[C@@H](CO)N4CCCCN(C(=O)c5ccc6c(c5)OCO6)C[C@@H]34)cc2)c1	-3.4
COc1ccc(CN(C)C[C@H]2Oc3ccc(NS(C)(=O)=O)cc3C(=O)N([C@@H](C)CO)C[C@H]2C)cc1	0.0

Reprinted at random: 7 records from the list
Compound	BioA inh
COc1ccc(CN(C)C[C@H]2Oc3ccc(NS(C)(=O)=O)cc3C(=O)N([C@@H](C)CO)C[C@H]2C)cc1	0.0
CN1CCN(C(=O)C[C@H]2CC[C@H]3[C@H](COc4ccc(NC(=O)C5CCOCC5)cc4C(=O)N3C)O2)CC1	0.2
C[C@@H]1CN([C@H](C)CO)C(=O)c2cc(NC(=O)Nc3ccc4c(c3)OCO4)ccc2O[C@@H](C)CCCCO[C@@H]1CN(C)Cc1ccc(C(=O)O)cc1	0.5
C[C@H](CO)N1C[C@H](C)[C@H](CN(C)C(=O)CC2CC2)Oc2cc(-c3cccnc3)ccc2S1(=O)=O	2.0
CO[C@H]1CN(C)C(=O)c2ccc(NC(=O)Nc3cccc(F)c3)cc2OC[C@H](C)NC[C@H]1C	14
C[C@H](CO)N1C[C@H](C)[C@@H](CN(C)C(=O)C2CCCCC2)Oc2cc(C#Cc3ccncc3)ccc2S1(=O)=O	2.9
O=C(C[C@@H]1CC[C@H]2[C@@H](COC[C@@H](O)CN2Cc2ccccc2F)O1)N1CCc2ccccc2C1	3.4

Following part.
Compound	BioA inh
C[C@@H]1CN([C@H](C)CO)S(=O)(=O)c2ccc(-c3ccc(C(=O)N(C)C)cc3)cc2O[C@H]1CN(C)C(=O)C1CCCCC1	1.4
C[C@@H]1CN([C@@H](C)CO)C(=O)Cc2cc(NS(=O)(=O)c3cn(C)cn3)ccc2O[C@H]1CN(C)Cc1ccc(C(F)(F)F)cc1	2.2
C[C@H]1CN([C@@H](C)CO)C(=O)c2cc(NC(=O)C3CCCCC3)ccc2O[C@@H]1CN(C)S(=O)(=O)c1ccc(Cl)cc1	-1.6
CN1CCN(C(=O)c2cc3c(c(-c4cccc(-c5cccc(F)c5)c4)n2)[C@H](CCO)N(S(=O)C(C)(C)C)C3)CC1 (some centres not stated)	-2.6
C/C=C/c1ccc([C@@H]2[C@@H](CO)N(C(=O)CN3CCOCC3)[C@H]2C#N)cc1	-0.2
O=C(C[C@H]1CC[C@H]2NC[C@H](O)COC[C@@H]2O1)NCCc1ccncc1	-1.8
COc1ccc(NC(=O)Nc2ccc3c(c2)CC(=O)N([C@H](C)CO)C[C@H](C)[C@H](CN(C)C(=O)Nc2ccc(F)cc2)O3)cc1	-1.5
N#Cc1ccc(-c2ccc3c(c2)[C@H]2[C@H](CCN2S(=O)(=O)c2cccc(F)c2)[C@@H](CO)N3)cc1	3.6

Carrying on:
Compound	BioA inh
COc1ccccc1NC(=O)N1CCCCN2[C@H](CO)[C@H](c3ccc(-c4ccc(C)cc4)cc3)[C@H]2C1	6.4
O=C(c1ccccn1)N1C[C@@H]2[C@H](c3ccccc31)[C@@H](CO)N2C(=O)c1ccccn1	-0.3
CO[C@H]1CN(C)C(=O)c2cc(NC(=O)c3cccc(F)c3)ccc2OC[C@H](C)NC[C@@H]1C	-1.9
C[C@H](CO)N1C[C@H](C)[C@H](CN(C)S(C)(=O)=O)Oc2c(NC(=O)NC3CCCCC3)cccc2C1=O	-5.3
CN(C[C@@H]1N[C@H](CO)[C@@H]1c1ccc(-c2cccc(F)c2)cc1)C(=O)C1CCC1	1.1
Cn1cnc(S(=O)(=O)N2C[C@@H](O)COC[C@H]3O[C@H](CC(=O)NC4CCC4)CC[C@@H]32)c1	-4.0
C[C@H](CO)N1C[C@H](C)[C@H](CN(C)Cc2ccc(C(=O)Nc3ccccc3N)cc2)Oc2ccc(NS(=O)(=O)c3ccc(F)cc3)cc2C1=O	-1.5
C[C@H]1CN([C@@H](C)CO)C(=O)Cc2cc(NC(=O)Cn3cnnn3)ccc2O[C@@H]1CN(C)S(C)(=O)=O	0.7

(listing goes on)
Compound	BioA inh
C[C@@H]1CN([C@H](C)CO)C(=O)c2cc(NC(=O)Cn3cnnn3)ccc2O[C@H]1CN(C)Cc1ccccc1	3.5
Cc1ccc(-c2cnc3c(c2)C(=O)N([C@H](C)CO)C[C@@H](C)[C@@H](CN(C)S(C)(=O)=O)O3)cc1	0.3
COCC#Cc1ccc2c(c1)O[C@H](CN(C)C(=O)Nc1ccccc1F)[C@H](C)CN([C@H](C)CO)S2(=O)=O	-3.6
CCCNC(=O)N(C)C[C@@H]1Oc2cc(C#CC(C)(C)O)ccc2S(=O)(=O)N([C@@H](C)CO)C[C@H]1C	-4.3

Quoted from above for reference:
Compound	BioA inh
N#C[C@H]1[C@@H](c2ccc(C3=CCCCC3)cc2)[C@H](CO)N1C(=O)Cc1ccncc1	-0.5
CC(C)CC#Cc1cnc2c(c1)C(=O)N([C@@H](C)CO)C[C@@H](C)[C@@H](CN(C)C(=O)c1ccc(F)cc1)O2	0.5

Only part of the results is shown; rates above refer to the full screens.
